D2 agonist: agonists of human D2 dopamine receptor. P14416. HEK293 T-REx D2 cells, calcium flux agonist mode. activation, % at 2 µM. hit rate 0.53% among 340,000. AID 485358;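 active means activation over 3 SD above normal in the single-dose calcium agonist read, cut at about 30% in these data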; further: 0% is about no effect
Target sequence (P14416 whole entry, looked up): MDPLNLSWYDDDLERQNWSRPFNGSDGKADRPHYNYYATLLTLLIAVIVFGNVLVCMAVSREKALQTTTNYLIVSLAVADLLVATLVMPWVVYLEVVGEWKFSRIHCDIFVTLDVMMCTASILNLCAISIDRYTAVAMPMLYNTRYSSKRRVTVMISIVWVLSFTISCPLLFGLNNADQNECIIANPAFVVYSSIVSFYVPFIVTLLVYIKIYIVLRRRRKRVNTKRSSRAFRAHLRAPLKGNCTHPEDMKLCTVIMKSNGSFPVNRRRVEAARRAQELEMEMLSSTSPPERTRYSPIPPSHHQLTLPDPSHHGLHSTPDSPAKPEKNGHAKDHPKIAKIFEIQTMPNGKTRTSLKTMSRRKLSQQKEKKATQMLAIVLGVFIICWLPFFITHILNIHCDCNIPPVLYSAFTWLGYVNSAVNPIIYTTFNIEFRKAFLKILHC
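Agonism is scored from calcium flux in a force-coupled, inducible HEK293 cell line expressing D2, read kinetically for 180 s after compound addition against dopamine controls.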
TRHR ag: TRH receptor (human) agonism. P34981. TRHR cells, calcium flux fluo-8, FDSS agonist mode. activation, % at 2 µM. hit rate 0.18% among 360,000. AID 493084; in the data active means activation above about 30%; further: 0% is about no effect
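Steps: seed TRHR cells overnight; add fluo-8 no-wash Ca dye, RT 30 min–1.5 h; record 10 s baseline; pin-transfer compounds; monitor fluorescence 1 cycle/s for the agonist window. Calcium increases flag candidate agonists.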
TrxR1 substrate: is turned over as a substrate by rat TrxR1; purified TrxR1 substrate turnover, NADPH consumption readout; Potency, µM (top dose mostly 114 µM), for the others: top-dose activity change, negative = substrate turnover; hit rate 0.01% among 390,000; AID 588456; further: potency means the concentration at half of the fitted maximal effect; on the % scale 0 is the no-effect control and ±100 the full control effect; nearly all actives have a fitted effect of over 50% in size
Target sequence (O89049 whole entry, looked up): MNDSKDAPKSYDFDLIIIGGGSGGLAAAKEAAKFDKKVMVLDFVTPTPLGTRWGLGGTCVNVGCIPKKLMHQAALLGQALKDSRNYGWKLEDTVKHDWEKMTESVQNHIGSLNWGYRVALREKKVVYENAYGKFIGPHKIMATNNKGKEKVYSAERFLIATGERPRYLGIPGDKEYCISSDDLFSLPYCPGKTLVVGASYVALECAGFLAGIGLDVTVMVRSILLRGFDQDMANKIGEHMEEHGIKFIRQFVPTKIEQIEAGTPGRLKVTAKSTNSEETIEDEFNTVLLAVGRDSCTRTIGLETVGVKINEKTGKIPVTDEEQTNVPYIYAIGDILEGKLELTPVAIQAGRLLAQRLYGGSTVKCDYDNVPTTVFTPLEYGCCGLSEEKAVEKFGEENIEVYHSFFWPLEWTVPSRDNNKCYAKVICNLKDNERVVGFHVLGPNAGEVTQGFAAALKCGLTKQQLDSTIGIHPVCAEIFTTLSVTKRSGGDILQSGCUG
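Rat TrxR1, dispensed at 90 nM, was prereduced with 400 uM NADPH (final) for 5 min at ~22 deg C, then incubated with compound 15 min before 400 uM selenite. A first-read NADPH fluorescence drop versus no-compound background flagged substrates.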
IDH1 R132H inh: blocks human mutant IDH1 R132H enzyme. O75874. IDH1-R132H enzyme, NADPH consumption, diaphorase/resazurin fluorescence. Potency, µM (highest dose often 76.6 µM), without a hit: at the top dose activity change, negative = inhibition, usual class: inhibitors. hit rate 0.093% among 390,000. AID 602179; further: potency means the concentration at half of the fitted maximal effect; on the % scale 0 is the no-effect control and ±100 the full control effect; nearly all actives have a fitted effect of over 65% in size
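IDH1-R132H (0.5 ug/mL) preincubated 30 min with compound, then NADPH (0.016 mM) and alpha-KG (2 mM) added; 80 min at RT, pH 7.5. Remaining NADPH coupled via diaphorase/resazurin to fluorescence (540/590 nm); concentration-response curves normalized to no-enzyme control.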
TrxR1 inh: inhibitors of rat thioredoxin reductase 1; O89049; recombinant rTrxR1, NADPH fluorescence consumption, selenite substrate; Potency, µM (top dose mostly 114 µM), without a hit: at the top dose activity change, negative = inhibition, actives largely listed as inhibitors; hit rate 1% among 390,000; further: potency means the concentration at half of the fitted maximal effect; on the % scale 0 is the no-effect control and ±100 the full control effect; nearly all actives have a fitted effect of over 65% in size
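Rat TrxR1 (90 nM in the dispensed reagent) was pre-reduced with 400 uM NADPH for 5 min at room temperature, then incubated with compound for 15 min. After 400 uM selenite was added, NADPH fluorescence (Ex 340/Em 450 nm) was followed for 8 min.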
TRHR enhancer: allosteric enhancers of human TRH receptor. TRHR cells, fluo-8 calcium fluorescence, EC20 TRH enhancement. enhancement, % at 2 µM. hit rate 0.66% among 360,000. P34981; in the data active means enhancement above about 30%; further: 0% is about no effect
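Enhancer read-out: after compound pinning and an initial kinetic agonist-mode read, an EC20 of TRH (10 nM final) was injected and fluo-8 calcium signal (Ex 480/Em 530) followed at 1 s/cycle for 100 cycles in TRHR-expressing cells.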
USP1 inh: inhibitors of human USP1/UAF1 deubiquitinase. O94782. recombinant USP1/UAF1, Ub-Rhodamine cleavage fluorescence. Potency, µM (top dose mostly 57.1 µM), for inactives: at the top dose activity change, negative = inhibition, usual class: inhibitors. hit rate 0.23% among 390,000. AID 743255; further: potency means the concentration at half of the fitted maximal effect; on the % scale 0 is the no-effect control and ±100 the full control effect; nearly all actives have a fitted effect of over 60% in size; inactives centre near -12
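1 nM enzyme complex + cpd, 15 min RT; start with Ub-Rho 150nM final; kinetic fluorescence ex 480/em 540, 6 reads q60 s. Buffer 50mM HEPES pH 7.8, 0.5mM EDTA, 0.1 mg/ml BSA, 1mM TCEP, 0.01% Tween-20.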
PI4K2A block: inhibitors of human PI4K2A | activity change, negative = inhibition, % at 76.9 µM | purified PI4K2A, ADP-Glo luminescence, 1 h; active compounds read low | Q9BTU6 | hit rate 0.13% among 420,000; in the data active means activity change below about -50%; inconclusive means mostly about -30% to -49%;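 further: -100% = wells without enzyme as full effect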
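In this quantitative HTS, ADP production by PI4K2A was quantified luminescently after 1 h at ambient temperature; 100 microM adenosine served as plate-quality control.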
D2 antagonist: antagonists of human D2 dopamine receptor; P14416; HEK293 TREx D2 cells, calcium flux, dopamine EC80; inhibition, % at 10 µM; hit rate 2% among 340,000; AID 485344; in the data active means inhibition above about 30%; further: 0% is about no effect
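Calcium flux kinetic readout in an inducible HEK293 TREx D2 line plated overnight at 30 C. After 180 s compound exposure, an EC80 dopamine challenge follows with another 180 s kinetic read to detect antagonism.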
Numbers without * were called inactive; ? = inconclusive; nt = no result given; [ ] = dose if it differs, or a comment. Unless noted, the call rests on the fitted dose curve; in most records, active means well fitted inhibition curve with a large enough effect; inconclusive means small, poorly fitted or top-dose-only effect; inactive means no such curve, though single readings can be large or run the other way.

#	smiles	D2 agonist	TRHR ag	TrxR1 substrate	IDH1 R132H inh	TrxR1 inh	TRHR enhancer	USP1 inh	PI4K2A block	D2 antagonist
1	Cc1ccc(-n2nc3c(c2NC(=O)c2cc4ccccc4o2)CS(=O)(=O)C3)cc1	0.2	-0.7	-5%	-1%	4%	-1	2%	1	12
2	COc1ccc(S(=O)(=O)N(C)C)cc1NC(=O)[C@H](Cc1ccccc1)N1C(=O)c2ccccc2C1=O	-0.6	-1.1	-23%[57.1 µM]	4%	5%[57.1 µM]	-3	-17%	1	7
3	COc1ccc(CNC(=S)N2CCN(Cc3ccccc3)CC2)cc1	2.3	1.1	-8%	4%	6%	1	-2%	15	1
4	CCOc1ccc(NS(=O)(=O)N(C)C)cc1	0.3	-0.4	2%	6%	5%	3	-13%	0	-4
5	COc1ccc(C(=O)NCCc2nc3ccccc3[nH]2)cc1	nt	-0.9	-10%	13%	-12%	3	7%	-20	nt
6	CCCCC1S/C(=N/N=C/c2ccco2)NC1=O (stereo not given)	0.9	0.5	-8%	6%	-5%	3	-10%	-6	-23
7	O=C(Nc1c(Cl)cc(Cl)cc1C(=O)NCCN1CCOCC1)c1cccc([N+](=O)[O-])c1	-0.1	0.2	6%[57.1 µM]	-6%	15%[57.1 µM]	-2	-11%	1	2
8	Cc1ccc(S(=O)(=O)N2[C@@H](c3ccccc3F)C(C(=O)O)=CC[C@H]2c2ccc(C(C)C)cc2)cc1	-0.3	-0.3	4%[57.1 µM]	-2%	0%	7	-27%	-6	-16
9	O=S(=O)(c1cccc2nsnc12)N1CCN(C/C=C\c2ccccc2)CC1	0.9	0.2	-14%	0%	7%[57.1 µM]	-13	-5%	1	5
10	CCOC(=O)c1cnc2ccc(C)cc2c1OCc1cc(F)cc(F)c1	0.5	-1.0	-3%	-1%	3%	12	-11%	2	-1
11	N#Cc1ccccc1OCC(=O)Nc1ccccc1C(=O)NC1CC1	0.7	0.1	3%[57.1 µM]	-2%	6%[57.1 µM]	-7	-15%	-5	6
12	CCOc1ccc(NC(=O)CN2CCN(c3ccccc3C)CC2)cc1S(=O)(=O)N1CCCC1	0.6	-0.2	-14%	2%	-4%	-4	-7%	-2	35*
13	CC(C)c1ccc(/C=N/NC(=O)CN(c2cccc(Cl)c2Cl)S(C)(=O)=O)cc1	0.1	1.0	-2%[57.1 µM]	6%	15%[57.1 µM]	1	-3%	8	11
14	CC(C)(C)c1cc(C(=O)N/N=C/c2ccc(F)cc2)n(-c2ccccc2)n1	-0.2	-1.2	4%	3%	8%	-8	-15%	3	1
15	O=C(O)c1ccc(S(=O)(=O)c2ccc3c(c2)C(=O)N(c2ccc(Br)cc2)C3=O)cc1	0.0	0.1	-12%	2%	16%[57.1 µM]	3	-13%	1	-2
16	COc1cc(/C=N\NC(=O)c2ccc(Cl)cc2)ccc1Oc1ccc([N+](=O)[O-])cn1	-1.6	0.3	4%[57.1 µM]	-4%	3%[57.1 µM]	2	-12%	-4	-30
17	COc1ccc(OC)c(/C=C/C(=O)Nc2ccc(OC)nc2)c1	2.2	0.0	-5%	11%	11%	-4	1%	-6	11
18	Cc1nn(C)c2c1c(C(F)(F)F)cc(=O)n2CC(=O)N1CCC(C)CC1	-1.2	-0.5	19%[57.1 µM]	3%	8%[57.1 µM]	9	-27%	-2	nt
19	Cc1ccc(OCC(=O)Nc2ccc3c(c2)nc(CCNC(=O)c2ccco2)n3C)cc1	-1.3	-1.6	5%	-14%	-1%	0	-10%	-2	nt
20	C#CCOCCOCCOCCNc1nc(N2CCN(C(=O)Cn3cc(CCCCN)nn3)CC2)nc(N2CCN(C(=O)[C@H](C)n3cc(CCCN=C(N)N)nn3)CC2)n1	-0.4	0.5	nt	nt	nt	3	nt	nt	11
21	COc1cccc2c(=O)cc(C)n(CC(=O)Nc3cccc(C)c3)c12	0.3	-0.5	14%	0%	14%	-3	-16%	-1	-5
22	Cc1ccc(-n2c(C)nc3c(cnn3-c3ccc(F)cc3)c2=O)cc1	-0.7	-0.4	1%	4%	13%	-3	-22%	3	-4
23	O=C(O)C1C2CCC(O2)C1C(=O)Nc1cnn(Cc2ccccc2)c1 (stereo not given)	-1.4	-0.2	14%[57.1 µM]	0%	15%	6	-15%	-4	-19
24	O=C1OC(Cc2ccccn2)C(=O)C1=C1SCCS1 (stereo not given)	0.3	0.0	-14%	-3%	-7%	-10	-14%	5	5
25	CCOC(=O)CNC(=S)N1CCn2c(nc3ccccc32)C1	1.4	-0.8	1%	6%	9%	6	-17%	3	6
26	C=Cc1ccc(Cn2ccn(-c3ccc(F)c(F)c3)c(=O)c2=O)cc1	1.0	0.3	-1%	11%	12%	-5	-3%	1	nt
27	COC1CCN(C(=O)c2ccc(OC3CCN(Cc4ccccn4)CC3)cc2)CC1	-1.7	-0.5	12%[57.1 µM]	8%	19%[57.1 µM]	2	-10%	3	-20
28	Cc1cccn2c(/C=N/OCc3ccc(F)cc3)c(-c3ccc(Cl)cc3)nc12	1.5	0.7	23%[57.1 µM]	0%	2%	0	-13%	-2	28
29	COc1ccc(C(=O)Nc2ccc(N3CCN(c4ccccc4)CC3)c(C(=O)O)c2)cc1	0.3	-0.1	5%[57.1 µM]	16%	16%[57.1 µM]	2	9%	-2	nt
30	C=CCn1cnc2scc(-c3ccccc3)c2c1=O	-0.8	-1.2	8%	6%	12%	0	-7%	-8	-22
31	CCOc1ccc(NC(=O)Cn2cc(C(=O)c3ccccc3)c(=O)c3cc4c(cc32)OCCO4)cc1	0.3	0.5	-6%	3%	3%	-1	-26%	3	nt
32	Cc1sc2nc(CN3CCCCC3)nc(N3CCN(C(=O)c4ccco4)CC3)c2c1C	-0.4	-2.8	0%	3%	-22%	5	-19%	10	-5
33	COc1ccc(N2CCN(C(=O)c3cc4c(s3)-c3c(C)cccc3OC4)CC2)cc1	0.4	-0.3	-7%	17%	2%	2	-2%	-5	nt
34	COc1ccc(/C=N/Nc2nnc(C)n2N)cc1OC	0.5	1.7	-7%[57.1 µM]	19%	-1%[57.1 µM]	5	?	?	-1
35	CC1CN(Cc2cc(=O)[nH]c(C3CC3)n2)CC(C)O1 (stereo not given)	0.6	-1.2	5%	-3%	9%	10	-20%	0	-25
36	Cc1cccc(-c2nnn(C/C(N)=N/O)n2)c1	0.0	0.2	-4%	-3%	20%	5	-14%	-4	-5
37	COc1ccc(NC(C)=O)cc1NS(=O)(=O)c1cn(C)c(=O)n(C)c1=O	-0.2	0.3	-4%[57.1 µM]	-8%	1%[57.1 µM]	-4	-14%	-2	8
38	O=C(O)CSc1nnc(-c2ccccc2Br)n1-c1cccc(C(F)(F)F)c1	0.3	0.0	1%	-1%	16%	7	-9%	-1	-3
39	COc1ccc(NC(=S)NNc2ccc(S(=O)(=O)Nc3ccccc3C(=O)O)cc2[N+](=O)[O-])cc1	-1.5	-0.4	-3%	2%	?	-2	?	-25	-2
40	CN(C)C(CNC(=O)c1cc2ccccc2oc1=O)c1ccccc1 (stereo not given)	1.1	0.4	14%	23%	16%	3	-21%	-2	2
41	Cc1ccc(NC(=O)C(OC(=O)c2ccc(C=O)cc2)c2ccccc2)cc1Cl (stereo not given)	nt	-0.2	6%[57.1 µM]	?	18%[57.1 µM]	-7	-31%	0	nt
42	O=C(NC(=S)Nc1ccccc1N1CCOCC1)c1ccco1	-1.3	3.5	-9%	4%	-11%[57.1 µM]	-7	-22%	0	2
43	COc1ccc(CCNc2ccc(C)cc2)cc1	0.3	0.4	1%	2%	-11%	-10	-19%	-4	10
44	CC(C)NC(=O)CN1C(=O)CSc2ccc(S(=O)(=O)N3CCCC3)cc21	0.5	0.1	?	-3%	-12%	4	-17%	3	6
45	N#C/C(=C\c1cccs1)c1nc2ccccc2[nH]1	-1.0	-0.5	-9%	1%	-5%	-5	-14%	-7	1
46	CCOc1ccc(-n2c(=O)[nH]c3sc4c(c3c2=O)CCCC4)cc1	-0.7	-0.6	7%	6%	17%	2	-19%	6	6
47	CN(C)c1ccc(NC(=O)C2C3C=CC(C3)C2C(=O)O)cc1 (stereo not given)	-1.7	-0.7	6%	16%	14%	-3	?	?	-31
48	CCOC(=O)c1cnc(-n2nc(C)cc2C)nc1Nc1ccc(C)cc1	0.4	0.2	4%	1%	24%	0	-20%	2	nt

Profiles, looked up by structure. Order of values: D2 agonist, TRHR ag, TrxR1 substrate, IDH1 R132H inh, TrxR1 inh, TRHR enhancer, USP1 inh, PI4K2A block, D2 antagonist
Record of Cc1cccn2c(/C=N/OCc3ccc(F)cc3)c(-c3ccc(Cl)cc3)nc12 = 1.5, 0.7, 23%[57.1 µM], 0%, 2%, 0, -13%, -2, 28
Record of CCCCC1S/C(=N/N=C/c2ccco2)NC1=O (stereo not given) = 0.9, 0.5, -8%, 6%, -5%, 3, -10%, -6, -23
Record of COc1ccc(C(=O)Nc2ccc(N3CCN(c4ccccc4)CC3)c(C(=O)O)c2)cc1 = 0.3, -0.1, 5%[57.1 µM], 16%, 16%[57.1 µM], 2, 9%, -2, nt
Record of Cc1ccc(-n2nc3c(c2NC(=O)c2cc4ccccc4o2)CS(=O)(=O)C3)cc1 = 0.2, -0.7, -5%, -1%, 4%, -1, 2%, 1, 12

More compounds.
#	smiles	D2 agonist	TRHR ag	TrxR1 substrate	IDH1 R132H inh	TrxR1 inh	TRHR enhancer	USP1 inh	PI4K2A block	D2 antagonist
49	Cc1ccc(C(=O)CCNc2ccc(Cl)cc2)o1	0.0	-0.1	-3%	3%	?	5	-16%	-12	-10
50	CCOC(=O)c1cnn(-c2ccccc2)c1NC(=O)c1ccccc1	0.4	-1.0	-2%	3%	-13%	3	-9%	0	-4
51	COCCn1c(SCC(=O)NC(=O)NC2CCCC2)nc2ccccc2c1=O	0.0	-0.2	2%	11%	11%	3	-18%	-5	12
52	CCOc1ccc(S(=O)(=O)N2CCCCC2)cc1NC(=O)CN1C(=O)NC(C)(c2ccccc2)C1=O (stereo not given)	-1.1	1.1	-7%[57.1 µM]	-8%	19%	3	-13%	1	4

Hits appear at their usual frequency, and some 3.9% of all compounds hit somewhere here.
